Tb PGK inh: qHTS Assay to Find Inhibitors of Phosphoglycerate Kinase; PGK/GAPDH coupled, Kinase-Glo luminescence, 60 min; 380,000 compounds, 0.043% hits; Potency, µM (highest dose often 57.5 µM), for the others: at the top dose activity change, negative = inhibition, most hits filed as inhibitors; further: potency means the concentration at half of the fitted maximal effect; on the % scale 0 is the no-effect control and ±100 the full control effect; nearly all actives have a fitted effect of over 60% in size
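Recombinant glycosomal PGK reaction used 1,3-bisphosphoglycerate generated in-well by GAPDH (100nM final) in 100mM TEA pH 7.6, 5mM MgCl2, 0.01% Tween-20. After 60 minutes at room temperature, ATP was read by Kinase-Glo Plus luminescence end-point.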
GLS inh: qHTS for Inhibitors of Glutaminase (GLS); 410,000 compounds, 0.21% hits; GLS enzymatic activity, qHTS titration; AID 624170, 2012; Potency, µM (series often up to 45.5 µM), for inactives: at the top dose activity change, negative = inhibition, usual class: inhibitors; further: potency means the concentration at half of the fitted maximal effect; on the % scale 0 is the no-effect control and ±100 the full control effect
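hKGA in 45 mM KH2PO4 pH 8.2, 0.02% Tween-20 with pin-transferred compounds; 1 mM L-glutamine (stock) plus glutamate oxidase/HRP/Amplex Red coupling added. Fluorescence read initially and after 30 min at RT.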
Pin1 inhibitor: qHTS Assay to Find Inhibitors of Pin1. 390,000 compounds, 0.009% hits. Peptidyl-prolyl cis-trans isomerase NIMA-interacting 1 (Homo sapiens), Q13526. Potency, µM (top dose mostly 115 µM), inactives show top-dose activity, negative = inhibition, hits mostly inhibitors. Pin1 FP peptide displacement, HiFluor488, 10 min; active means well fitted inhibition curve with a large enough effect in the polarisation, with a control signal flat, not every such curve was filed as active; inconclusive means small, poorly fitted or top-dose-only effect, or effect the other way, or a change in a side signal; inactive means no such curve, though single readings can be large or run the other way; the % refers to the polarisation; further: potency means the concentration at half of the fitted maximal effect; on the % scale 0 is the no-effect control and ±100 the full control effect
Pol eta inh: qHTS for Inhibitors of Polymerase Eta; DNA polymerase eta (Homo sapiens), Q9Y253; recombinant Pol eta, fluorescent DNA replication assay; Potency, µM (top dose mostly 114 µM), for inactives: at the highest dose activity change, negative = inhibition, hits mostly inhibitors; AID 588591, 2011; 390,000 compounds, 1.2% hits; further: potency means the concentration at half of the fitted maximal effect; on the % scale 0 is the no-effect control and ±100 the full control effect
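Pol eta at 10 nM preincubated with compounds 15 min at room temperature; reaction started with fluorescent substrate (50 nM final) and read kinetically at 0 and 10 min.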
JMJD2A Tudor inh: qHTS Assay for Inhibitors of JMJD2A-Tudor Domain | Lysine-specific demethylase 4A (Homo sapiens), O75164 | AlphaScreen JMJD2A-Tudor / H3K4me3 peptide binding | Potency, µM (series often up to 114 µM), inactives show at the highest dose activity change, negative = inhibition, hits mostly inhibitors | 390,000 compounds, 4.4% hits | AID 504339, 2011; further: potency means the concentration at half of the fitted maximal effect; on the % scale 0 is the no-effect control and ±100 the full control effect; nearly all actives have a fitted effect of over 50% in size
Target sequence (O75164 whole entry, looked up, the tested form may be a part): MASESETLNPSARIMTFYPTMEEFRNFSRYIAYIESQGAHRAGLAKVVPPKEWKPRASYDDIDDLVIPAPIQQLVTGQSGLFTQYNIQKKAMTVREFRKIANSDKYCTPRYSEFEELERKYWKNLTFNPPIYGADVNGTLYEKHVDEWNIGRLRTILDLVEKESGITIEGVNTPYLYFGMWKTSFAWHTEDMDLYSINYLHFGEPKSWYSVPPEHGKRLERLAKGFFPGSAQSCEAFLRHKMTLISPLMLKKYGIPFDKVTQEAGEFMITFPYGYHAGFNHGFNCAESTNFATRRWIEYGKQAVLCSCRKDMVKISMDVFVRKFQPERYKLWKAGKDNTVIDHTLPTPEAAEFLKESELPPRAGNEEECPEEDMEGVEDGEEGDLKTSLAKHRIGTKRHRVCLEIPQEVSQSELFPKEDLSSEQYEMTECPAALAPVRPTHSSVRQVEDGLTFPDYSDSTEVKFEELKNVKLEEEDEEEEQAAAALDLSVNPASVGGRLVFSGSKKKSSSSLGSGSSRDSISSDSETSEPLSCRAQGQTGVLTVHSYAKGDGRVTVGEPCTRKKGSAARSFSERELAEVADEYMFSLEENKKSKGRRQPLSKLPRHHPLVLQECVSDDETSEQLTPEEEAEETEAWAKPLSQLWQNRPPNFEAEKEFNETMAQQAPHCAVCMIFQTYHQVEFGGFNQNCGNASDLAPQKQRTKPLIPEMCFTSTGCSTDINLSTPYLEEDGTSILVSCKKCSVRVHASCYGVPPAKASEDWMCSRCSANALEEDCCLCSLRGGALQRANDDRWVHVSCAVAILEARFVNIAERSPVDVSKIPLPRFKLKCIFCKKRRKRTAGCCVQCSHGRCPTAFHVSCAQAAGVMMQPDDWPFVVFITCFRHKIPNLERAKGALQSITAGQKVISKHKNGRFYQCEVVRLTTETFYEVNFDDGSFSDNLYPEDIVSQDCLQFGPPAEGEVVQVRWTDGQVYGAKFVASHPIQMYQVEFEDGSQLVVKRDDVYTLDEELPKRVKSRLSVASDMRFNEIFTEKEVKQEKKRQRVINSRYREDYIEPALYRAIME
HP1b chromo inh: HTS for Inhibitors of HP1-beta Chromodomain Interactions with Methylated Histone Tails | AID 540317, 2011 | AlphaScreen HP1-beta / biotin-H3K9me3 peptide binding | Potency, µM (doses to about 114 µM), without a hit: at the top dose activity change, negative = inhibition, usual class: inhibitors | 390,000 compounds, 0.56% hits; further: potency means the concentration at half of the fitted maximal effect; nearly all actives have a fitted effect of over 70% in size; inactives centre near 23
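AlphaScreen: HP1-beta (50 nM) preformed 30 min with biotin-H3(1-18)K9me3 peptide (50 nM) in PBS pH 7.4, 0.01% Tween-20. Compound added for 30 min at RT, then streptavidin donor/nickel chelate acceptor beads (10 ug/mL) for 30 min.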
G9a block: qHTS Assay for Inhibitors of Histone Lysine Methyltransferase G9a; AID 504332, 2011; 350,000 compounds, 8.8% hits; Histone-lysine N-methyltransferase EHMT2 (Homo sapiens), Q96KQ7; Potency, µM (top dose mostly 102 µM), for the others: top-dose activity, negative = inhibition, hits mostly inhibitors; G9a H3K9 monomethylation, AlphaScreen, 2 h; further: potency means the concentration at half of the fitted maximal effect; on the % scale 0 is the no-effect control and ±100 the full control effect; nearly all actives have a fitted effect of over 75% in size
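AlphaScreen read-out: biotin-H3K9 peptide (500 nM) methylation by 20 nM enzyme with 20 uM SAM, 2 h at room temperature after 15 min compound preincubation; anti-monomethyl H3K9 antibody plus donor/acceptor beads, 10 min dark.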
BAZ2B block: qHTS Assay for Inhibitors of BAZ2B. 360,000 compounds, 4.4% hits. AID 504333, 2011. Potency, µM (highest dose often 114 µM), inactives show at the top dose activity change, negative = inhibition, hits mostly inhibitors. Bromodomain adjacent to zinc finger domain protein 2B (Homo sapiens), Q9UIF8. AlphaScreen BAZ2B-H3K14Ac peptide displacement; further: potency means the concentration at half of the fitted maximal effect; on the % scale 0 is the no-effect control and ±100 the full control effect; nearly all actives have a fitted effect of over 60% in size
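Complex of BAZ2B and biotin-H3K14Ac (50 nM apiece) forms over 30 min at RT, then faces library compounds up to 110 uM for another 30 min; AlphaScreen beads added, 20 min dark incubation, luminescence read.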
PI4K2A block: qHTS for small molecular inhibitors of PI4K2A | Phosphatidylinositol 4-kinase type 2-alpha (Homo sapiens), Q9BTU6 | purified PI4K2A, ADP-Glo luminescence, 1 h; active compounds read low | activity change, negative = inhibition, % at 76.9 µM | 420,000 compounds, 0.13% hits; in the data active means activity change below about -50%; inconclusive means mostly about -30% to -49%;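 further: -100% = wells without enzyme as full effect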
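Compounds are screened against recombinant PI4K2A using PI as substrate and ATP, the latter dispensed at 300 microM. Reactions run one hour at ambient temperature before ADP-Glo detection; full inhibition defined by wells lacking enzyme.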
* hit, by the source's call; i = inactive; ? = inconclusive; . = not tested or not shown; & = joins results of further samples; [ ] = remark or other dose. Unless noted, the call rests on the fitted dose curve; in most records, active means well fitted curve in the direction sought with a large enough effect; inconclusive means small, poorly fitted or top-dose-only effect, or another doubt; inactive means no such curve, though single readings can be large; an effect the other way counts as inactive or inconclusive.

SMILES	Tb PGK inh	GLS inh	Pin1 inhibitor	Pol eta inh	JMJD2A Tudor inh	HP1b chromo inh	G9a block	BAZ2B block	PI4K2A block
O=[N+]([O-])c1cc(Cl)c(O)c(-[n+]2c(-c3ccccc3)cc(-c3ccccc3)cc2-c2ccccc2)c1	-6.0%	-6.0%	?	-24.1%	?	4.5%	50.1µM*	?	3.2
CC(=O)c1ccc(NC2=NCCCS2)cc1	-0.2%	0.1%	5.9%	-1.2%	-12.7%	9.9%	-1.9%	-0.1%	5.6
CC(=O)Nc1ccc(C(c2c(O)c3ccccc3oc2=O)c2c(C)n(C)n(-c3ccccc3)c2=O)cc1 (stereo not drawn)	3.4%	-17.2%	2.0%	1.5%	-8.8%[11.4 µM]	73.1%[activator]	6.8%[59 µM]	-20.5%	-4.9
COC(=O)C1=C(c2ccc(OC)c(OC)c2)C[C@@H]2CC[C@H]1N2C(=O)NCc1ccco1	i	-12.2%	?	-10.4%	-1.4%	31.1%	-1.5%[0.501 µM]	4.9%	6.3
CCN1CCN(Cc2cc(Br)ccc2O)CC1	-7.3%	20.1%	3.7%	-11.2%	-7.4%	11.4%	?	?	-3.1
O=C(Nc1nccs1)c1c(O)c2c(n(Cc3ccco3)c1=O)CCCC2	4.8%	8.7%	?	-2.8%	-12.0%	35.2%	17.5%[59 µM]	-5.7%	-0.8
CCN(CC)C1=NC(=[N+](CC)CC)c2ccccc21	-0.8%	-6.6%	-1.3%	1.6%	-8.6%	9.7%	.	12.1%	0.5
CCOC(=O)C1=C(C)c2ccccc2OC1(C(=O)OCC)c1ccccc1 (stereo not drawn)	6.1%	-0.5%	?	-12.1%	8.9%	74.5%[activator]	20.7%	.	-4.0
CC(C)N1CCN(Cc2cc3c(cc2Cl)OCO3)CC1CCO (stereo not drawn)	i	2.4%	-9.1%	-10.1%	-18.1%	-10.6%	.	-0.6%	-1.5
C=CCn1c(O)c(C=Nc2ccc(F)cc2)c(=O)[nH]c1=O	-5.9%	17.8%	1.1%	-3.4%	-19.2%	33.5%	11.4%[0.501 µM]	2.6%	-0.9
COc1ccc([C@H]2CC(=O)C=C(c3ccc4c5c(cccc35)CC4)C2)cc1	-0.9%	-6.0%	36.2%[activator]	-8.4%	-5.7%	59.0%[activator]	-2.8%[2.33 µM]	-2.8%	-2.2
CCc1ccc(NC(=O)C(C)OC(=O)c2c(C)nn(Cc3ccccc3)c2Cl)cc1 (stereo not drawn)	-5.0%	11.7%	0.4%	-2.6%	-5.1%	27.2%	-9.0%	-2.3%	5.9
Cc1nn(Cc2ccccc2)c(C)c1C(=O)OCC(=O)Nc1cc(S(C)(=O)=O)ccc1Cl	-7.6%	-6.1%	12.6%	8.6%	-5.9%	8.4%	5.9%	-12.8%	-2.7
CC(C)OC(=O)c1c(N)n(Cc2ccco2)c2nc3ccccc3nc12	-5.9%	-5.7%	?	?	11.9%	67.0%[activator]	3.55µM*	-12.4%	-1.2
CC12CCC3C(CCC4CC(=O)CCC43C)C1CC(=NO)C2=O (stereo not drawn)	9.1%	14.7%	8.8%	-8.6%	-7.6%	30.9%	.	.	-2.2
NCCc1ccccc1	-2.6%	5.0%	-5.5%	-15.9%	-0.7%	36.7%[activator]	24.4%[59 µM]	.	-2.1
CC(C)(C)P(=O)(N1CCOCC1)N1CCOCC1	3.4%	-0.8%	-5.8%	-8.6%	-6.2%	27.4%	1.8%	2.3%	-5.4
CC(=O)C1C2c3ccccc3OC1(C)N=c1s/c(=C/c3cnn(C)c3)c(=O)n12 (stereo not drawn)	i	3.4%	4.2%	-10.9%	-6.5%	31.1%	-3.8%	-3.3%	6.2
CCCN(CCC)[C@@H]1CCc2cccc(O)c2C1	-0.9%	18.9%	-1.6%	-3.4%[57.1 µM]	-5.0%	34.8%	?	-16.3%	4.3&-0.8
O=C(c1cccnc1)C1CCCN(Cc2nc(-c3cnccn3)no2)C1 (stereo not drawn)	i	-0.8%	-0.8%	-12.1%	-7.4%	41.0%[activator]	-45.4%	-13.1%	8.2

Exported with values under each structure: part of the list above.
Fields: Tb PGK inh, GLS inh, Pin1 inhibitor, Pol eta inh, JMJD2A Tudor inh, HP1b chromo inh, G9a block, BAZ2B block, PI4K2A block
- CC(C)N1CCN(Cc2cc3c(cc2Cl)OCO3)CC1CCO (stereo not drawn)
→ i, 2.4%, -9.1%, -10.1%, -18.1%, -10.6%, ., -0.6%, -1.5
- C=CCn1c(O)c(C=Nc2ccc(F)cc2)c(=O)[nH]c1=O
→ -5.9%, 17.8%, 1.1%, -3.4%, -19.2%, 33.5%, 11.4%[0.501 µM], 2.6%, -0.9

The results go on:
SMILES	Tb PGK inh	GLS inh	Pin1 inhibitor	Pol eta inh	JMJD2A Tudor inh	HP1b chromo inh	G9a block	BAZ2B block	PI4K2A block
COc1cc(OC)c(OC)cc1CN1CCN(C(=O)COc2ccc3ccccc3c2)CC1	-4.4%	-6.0%	-5.1%	0.4%	3.16µM*	50.1µM*	10µM*	44.7µM*	14.5
OC1(CN2CCOCC2)C2CC3CC(C2)CC1C3 (stereo not drawn)	-6.0%	0.7%	1.6%	?	12.3%	36.6%	?	?	1.3
COc1ccc(OCC#CCN2CCNCC2)cc1	-2.8%	-2.5%	-1.0%	-1.6%	6.31µM*	?	8.91µM*	31.6µM*	0.7
Nc1ccc([As](=O)(O)O)cc1	-1.1%	-3.3%&-6.3%	-4.0%	-5.4%	-9.0%	55.4%[activator]	-18.0%&19.6%[59 µM]	5.6%	-0.8&-0.8
Cc1cc(C(=O)OCC(=O)Nc2ccc(F)cc2F)c(C)n1C1CC1	i	-2.0%	0.3%	-16.3%	-9.8%	28.2%	-4.8%[0.501 µM]	-4.7%	0.5
C=CCn1c(O)c(C(CC)=NCCc2ccccc2)c(=O)[nH]c1=O	-15.3%	.	4.2%	-11.9%	-10.5%	14.8%	-9.7%	-6.4%	1.9
Cc1ccc(/C=C(/C#N)C(=O)NC(=O)Oc2ccccc2)cc1	-4.8%	17.7%	-1.9%	0.7%	-6.9%	5.6%	5.0%[12.7 µM]	?	5.9
Fc1ccc(Cn2nnnc2C(c2ccc(F)cc2)N2CC=C(c3ccc(F)cc3)CC2)cc1 (stereo not drawn)	0.0%	1.8%	-0.9%	-14.9%	-17.1%	5.1%	17.7%[59 µM]	-9.5%	-2.9
CC(C)C12CN3CCN(CC(C3)/C1=N\O)C2	i	7.7%	-1.4%	5.5%	-16.9%	17.1%	10.8%	-2.3%	7.7
Cc1c(C(c2ccc(Br)cc2)c2c(O)c3ccccc3oc2=O)c(=O)n(-c2ccccc2)n1C (stereo not drawn)	-0.5%&1.8%	-1.1%&6.3%	?	-5.8%&-9.3%	-7.2%&-22.2%	63.0%&2.7%[activator]	10.3%&-27.2%[59 µM]	?	-3.9&-1.8
C/C=C(\C)CN1CCN(c2ccccc2F)CC1	-4.4%	2.8%	7.3%	-11.1%	3.16µM*	?	?	?	9.6
Oc1ccccc1C1NCc2ccccc2-n2cccc21 (stereo not drawn)	8.2%	6.0%	4.3%	-3.4%	?	-7.1%	?	?	4.1
CC1(C)C2([N+](=O)[O-])CNCC1([N+](=O)[O-])CNC2	7.9%	9.9%	5.8%	-10.1%	-22.2%	1.9%	?	1.0%	1.0
C/C(O)=C(\C#N)C(=O)Nc1cc(Br)ccc1Br	-2.2%	13.4%	0.8%	-4.5%	?	20.7%	?	-6.3%	-10.6&1.6
COc1ccccc1NP1(=O)OCC(C)([N+](=O)[O-])CO1 (stereo not drawn)	12.4%	-6.0%	1.0%	-14.1%	-3.5%	24.4%	.	.	3.3
CNCC[C@@H](Oc1ccc(C(F)(F)F)cc1)c1ccccc1	-5.2%	-2.6%	-1.2%	-8.8%	-16.5%	?	?	-5.4%	4.3
CCC1CN1P1(=O)OCC(C)([N+](=O)[O-])CO1 (stereo not drawn)	-3.5%	4.4%	-12.7%	-9.9%	0.0%	51.1%[activator]	.	.	0.9
COc1ccccc1N1CCN(Cc2cnc(-c3ccccc3)[nH]2)CC1	i	0.5%	-0.6%	-13.2%	-31.0%	-13.1%	-30.7%	-34.1%	-2.6
COC(=O)c1c(N)n(Cc2ccc(OC)cc2)c2nc3ccccc3nc12	12.9%	9.0%	3.7%	-5.1%	9.4%	47.7%[activator]	2.0%[12.7 µM]	1.4%	3.5
CC(C)Oc1cccc(C(=O)C2CCCN(C3CCOCC3)C2)c1 (stereo not drawn)	-2.0%	-0.9%	-1.1%	3.4%	-9.2%	15.1%	?	4.8%	-0.8
CCC(=NCCc1ccccc1)c1c(O)[nH]c(=O)[nH]c1=O	-0.2%	-1.2%	1.8%	-10.4%	-7.6%	17.9%	.	0.1%	-2.8
CC(=O)OC1N=C(c2ccccc2)c2cc(Br)ccc2NC1=O (stereo not drawn)	-0.4%	3.8%	?	1.9%	-15.1%	19.7%	20.8%[0.501 µM]	2.4%	-2.1

This is a subset (hit frequency here may not be typical).
